Screens: PubChem BioAssay, several laboratories
BAP1 block – blocks human BAP1 ubiquitin-AMC hydrolysis; activity remaining (% of control), % at 20 µM; recombinant BAP1, Ub-AMC hydrolysis fluorescence kinetic; hits give low values; 0.48% of 72,000 active; Q92560;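 active means activity remaining at or below 50% of control, provided the compound also passes the data quality filters; inactive means the rest, including low values that fail the filters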;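 further: 100% = DMSO wells rate and 0% = substrate alone blank rate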
Target sequence (Q92560 whole entry, looked up): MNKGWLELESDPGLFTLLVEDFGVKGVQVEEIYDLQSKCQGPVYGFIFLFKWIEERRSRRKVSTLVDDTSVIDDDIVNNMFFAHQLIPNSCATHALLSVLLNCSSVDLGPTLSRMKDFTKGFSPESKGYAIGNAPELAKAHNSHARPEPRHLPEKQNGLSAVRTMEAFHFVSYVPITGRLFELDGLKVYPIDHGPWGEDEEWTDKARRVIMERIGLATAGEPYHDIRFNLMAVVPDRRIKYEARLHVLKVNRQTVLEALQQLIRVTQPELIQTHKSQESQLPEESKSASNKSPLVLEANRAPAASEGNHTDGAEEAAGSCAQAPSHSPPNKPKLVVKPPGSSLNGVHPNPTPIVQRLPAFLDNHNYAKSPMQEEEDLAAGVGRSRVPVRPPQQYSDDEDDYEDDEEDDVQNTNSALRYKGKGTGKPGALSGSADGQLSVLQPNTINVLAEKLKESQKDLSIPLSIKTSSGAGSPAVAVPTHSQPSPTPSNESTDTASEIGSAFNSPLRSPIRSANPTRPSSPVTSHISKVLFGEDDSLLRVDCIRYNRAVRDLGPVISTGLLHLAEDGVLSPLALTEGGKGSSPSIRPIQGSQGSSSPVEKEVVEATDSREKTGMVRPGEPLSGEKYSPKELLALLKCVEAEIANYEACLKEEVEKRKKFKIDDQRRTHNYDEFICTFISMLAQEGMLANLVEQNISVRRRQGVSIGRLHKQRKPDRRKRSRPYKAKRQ
HePTP inh – blocks human HePTP tyrosine phosphatase; P35236; recombinant HePTP phosphatase activity, OD absorbance; inhibition, % at 20 µM; 0.64% of 110,000 active; AID 521; in the data active means inhibition above about 50%;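 further: plate controls were vehicle for no effect and reference inhibitor for full effect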
Target sequence (P35236 whole entry, looked up): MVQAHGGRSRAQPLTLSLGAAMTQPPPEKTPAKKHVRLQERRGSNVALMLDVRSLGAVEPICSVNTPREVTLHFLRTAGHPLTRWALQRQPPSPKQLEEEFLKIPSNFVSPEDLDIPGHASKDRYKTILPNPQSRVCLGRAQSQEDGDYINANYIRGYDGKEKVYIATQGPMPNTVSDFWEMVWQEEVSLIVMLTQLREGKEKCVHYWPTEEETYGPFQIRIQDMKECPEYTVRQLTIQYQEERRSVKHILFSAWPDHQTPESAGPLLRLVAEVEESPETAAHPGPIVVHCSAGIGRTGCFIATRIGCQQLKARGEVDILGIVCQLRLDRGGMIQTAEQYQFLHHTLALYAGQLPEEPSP
* hit, by the source's call; nt = not tested or not shown; & = joins results of further samples.

Values run as follows: BAP1 block	HePTP inh
- Cc1cccc(/C=C2/SC(=S)N(CN3CCCCC3)C2=O)c1
→ nt	-2
- Cc1cc(C(=O)NCc2ccco2)ccc1[N+](=O)[O-]
→ nt	-12
- CC1=CC(C)C(COC(=O)Nc2ccccc2)C(C)C1 (stereo not drawn)
→ nt	-6
- COC(=O)CN(c1cccc(C(F)(F)F)c1)S(C)(=O)=O
→ nt	6
- O=C(CSc1ncn[nH]1)Nc1ccc(Cl)cc1
→ nt	0
- Cc1sc2nc(CSc3nnc(Cc4cccs4)n3C3CCCCC3)[nH]c(=O)c2c1C
→ nt	10
- C=CCn1c(SCC(=O)N2CCOCC2)nc(O)c(Cc2ccccc2)c1=O
→ 98	2&-2
- CCOc1ccc(N(CC(=O)NCc2ccc(Cl)cc2)S(C)(=O)=O)cc1
→ nt	-11
- CSc1ccccc1NC(=O)c1cc2n(n1)C(C(F)(F)F)CC(c1ccc(Cl)cc1)N2 (stereo not drawn)
→ 138	nt
- O=C1/C(=C/c2c3ccccc3nc3ccccc23)Sc2ccccc21
→ nt	-4
- Cc1ccc(S(=O)(=O)NCCC(=O)NCc2ccccc2)cc1
→ 127	-6
- O=C(NCCO)c1ccc(-c2nnc(Nc3ccc(O)cc3)c3ccccc23)cc1
→ nt	2
- COC(=O)c1sc2nc(-c3ccccc3)nc(N3CCN(C)CC3)c2c1C
→ 174	13
- CC1CCc2sc3nc(Cc4ccccc4)n(N)c(=O)c3c2C1 (stereo not drawn)
→ nt	-4
- O=C(NCCCN1CCOCC1)c1ccc(Br)cc1
→ 96	2&0
- COc1ccc(C(=O)N2CCCc3ccccc32)cc1OC
→ nt	4
- O=C(c1ccc([N+](=O)[O-])cc1Cl)N1CCN(c2ccccc2)CC1
→ nt	-3
- Cc1cccc(C(=O)N/C(=C/c2ccco2)C(=O)N2CCCC2)c1
→ nt	2
- CCn1nc(C(=O)O)c(=O)c2cc3c(cc21)OCO3
→ 54&84	1
- CCN(CC)c1ccc(NC(=O)COc2ccc(Cl)cc2C)cc1
→ nt	11
- Cc1cc(C(F)(F)F)nc(NCc2ccc(F)cc2)n1
→ nt	8
- O=C(Nc1ccc(Br)cc1)c1cccc(S(=O)(=O)NC2CCCCC2)c1
→ nt	5
- Cc1cc(C)nc(-n2nc(C)c(Sc3ccc(F)cc3)c2N)n1
→ 94	-3
- Cc1ccccc1-n1c(SCC(=O)N2CCOCC2)nc(O)cc1=O
→ 106	3
- N/C(=N\OC(=O)c1ccccc1Br)c1cccc([N+](=O)[O-])c1
→ nt	-7
- CCOC(=O)N1CCN(C(=O)CSc2nnc(-c3ccccc3OC)o2)CC1
→ 102	2
- CCn1c(SCC(=O)c2[nH]c(C)c(C(C)=O)c2C)nnc1-c1cccs1
→ 116	6
- O=S(=O)(Nc1ccc2c(c1)nc1n2CCN(Cc2ccccc2)C1)c1ccccc1
→ 80	8
- COc1cc(NC(=O)/C=C/c2ccc(OC)c(OC)c2)c(OC)cc1Cl
→ nt	2
- CC1=C(C(=O)OC2CCCC2)C(c2cccc(Cl)c2Cl)C2=C(CC(C)(C)CC2=O)N1 (stereo not drawn)
→ nt	-8

Entries of single compounds, quoted from the list. Values in the order: BAP1 block | HePTP inh
`Cc1cccc(/C=C2/SC(=S)N(CN3CCCCC3)C2=O)c1` across the screens: nt | -2
`COC(=O)CN(c1cccc(C(F)(F)F)c1)S(C)(=O)=O` across the screens: nt | 6
`COC(=O)c1sc2nc(-c3ccccc3)nc(N3CCN(C)CC3)c2c1C` across the screens: 174 | 13
`O=S(=O)(Nc1ccc2c(c1)nc1n2CCN(Cc2ccccc2)C1)c1ccccc1` across the screens: 80 | 8
`Cc1cc(C(=O)NCc2ccco2)ccc1[N+](=O)[O-]` across the screens: nt | -12

Additional records:
Values run as follows: BAP1 block	HePTP inh
- CCOC(=O)C1=C(O)/C(=C/c2cccnc2)SC1=Nc1ccc([N+](=O)[O-])cc1
→ nt	-5
- CCSc1nnc(NC(=O)c2c(-c3ccccc3Cl)noc2C)s1
→ 98	1
- Cc1ccccc1OCC(=O)Nc1ccc(OC(C)C)cc1
→ 85	nt
- Cc1cc(S(=O)(=O)Nc2cccc(O)c2)c(C)s1
→ 96	8
- N#Cc1c(N)n(-c2ccc(Br)cc2)c2nc3ccccc3nc12
→ nt	-5
- Cc1cc(C)c(C#N)c(SCC(=O)NC2CC2)n1
→ 150	2
- COc1cc(OC)cc(-c2nnc(SCC(=O)N3CCOCC3)o2)c1
→ 88	-4
- CC1CCC(NC(=O)c2ccc(N3CCCC3=O)cc2)CC1 (stereo not drawn)
→ 125	3
- CCC(=O)N1CCNC(=O)C1CC(=O)Nc1ccc(C)c(Cl)c1 (stereo not drawn)
→ 67	-7
- Cc1nnc(SCCOC(N)=O)n1C
→ 91	-5
- O=C(CSc1nnc(-c2ccco2)n1-c1ccccc1)NC(c1ccccc1)c1ccccc1
→ nt	8
- O=C(N/N=C\c1ccccn1)c1n[nH]c2c1CCC2
→ nt	-5
- Brc1ccc(Oc2nsnc2N2CCOCC2)cc1
→ 101	4
- Cc1ccc2c(c1)NC(=O)C(CC(=O)NCCCN1CCc3ccccc3C1)O2 (stereo not drawn)
→ 101	5
- COC(=O)c1sc(-c2ccccc2)cc1NC(=O)c1ccc(S(=O)(=O)N2CCOCC2)cc1
→ 193	nt
- CCOc1ccc(Nc2nc(CC(=O)OC)cc(=O)[nH]2)cc1
→ 77	5
- COc1ccc(-c2nnc(SCC(N)=O)n2N)cc1
→ 89	1
- O=C(Nc1ccccc1CO)c1ccc(I)cc1
→ nt	-6
- O=C(CN(c1cccc(Cl)c1)S(=O)(=O)c1ccccc1)NCCSc1nc2ccccc2s1
→ nt	-11
- COc1ccc(-c2nc3c(c(SCC(=O)N4CCOCC4)n2)COC(C)(C)C3)cc1
→ 92	12
- O=C(NCC1CCCO1)c1ccccc1Cl (stereo not drawn)
→ nt	-10
- COc1ccc([N+](=O)[O-])cc1NC1CCC(c2ccccc2)CC1 (stereo not drawn)
→ nt	-10
- CN1C(=O)/C(=C\c2ccccc2Sc2ccc(Cl)cc2)SC1=S
→ nt	-7
- CCOC(=O)N1CCC(NC(=O)CNS(=O)(=O)c2ccc(Br)s2)CC1
→ 103	6
- CC(=NCCc1ccccc1)c1c(C(F)(F)F)[nH]n(-c2nc3ccccc3s2)c1=O
→ nt	-2
- CCOc1ccc(NC(=O)C2CCCN(S(=O)(=O)c3c(C)n[nH]c3C)C2)cc1 (stereo not drawn)
→ 97	6
- Cn1nc(-c2ccc(Cl)cc2)c2cc(C(=O)NCCCN3CCCC3)sc21
→ 84	4
- Cc1ccc2c(c1)C1C=CCC1C(C(=O)O)N2 (stereo not drawn)
→ 69	102*
- COc1ccccc1C=C1C(=O)NC(=S)N(c2ccccc2F)C1=O
→ nt	10
- O=C(Nc1ccc(Cl)cc1)c1ccc(-c2cccc(Cl)c2)o1
→ nt	7

2 entries from above in a different format:
compound,BAP1 block,HePTP inh
CC1CCC(NC(=O)c2ccc(N3CCCC3=O)cc2)CC1 (stereo not drawn),125,3
Cn1nc(-c2ccc(Cl)cc2)c2cc(C(=O)NCCCN3CCCC3)sc21,84,4

Following part:
Values run as follows: BAP1 block	HePTP inh
- Nc1nc2n(n1)C(c1ccco1)CC(c1ccc(Cl)c(Cl)c1)N2 (stereo not drawn)
→ 72	4
- Clc1ccccc1Cn1nnc2c(NCCN3CCOCC3)ncnc21
→ 91	nt
- O=C1C=C/C(=N\S(=O)(=O)c2ccc3ccccc3c2)C=C1Br
→ nt	41
- CN1C(=O)/C(=C\c2ccc3c(c2)OCO3)OC1=S
→ nt	-6
- Cc1ccc(C)c(C(=O)CC2(O)C(=O)Nc3ccccc32)c1 (stereo not drawn)
→ 103	1
- CS(=O)(=O)N(CC(=O)N1CCCC1)c1ccc(OCc2ccccc2)cc1
→ 73	8
- O=C(NCCC1=CCCCC1)c1ccc(CN2CCOCC2)cc1
→ 98	5
- Cc1oc2ccc(OCc3ccccc3Cl)cc2c1C(=O)O
→ nt	-5
- c1cncc(-c2nc(Oc3ccc(-c4nnco4)cc3)c3c4c(sc3n2)CCCC4)c1
→ 116	5
- O=C(CN1C(=O)c2ccccc2C1=O)Nc1ccccc1C(=O)NC1CCCCC1
→ 78	nt
- O=c1oc2ccc3ccccc3c2cc1-c1nc(-c2ccccc2)cs1
→ 128	nt
- CC(=O)c1ccc(OCC(O)CN2CCC(C)CC2)cc1 (stereo not drawn)
→ 88	-12
- Cc1nc(NCCNC(=O)c2ccco2)c2c(C)c(C)sc2n1
→ 111	15
- CCNc1nc2c(c(=O)[nH]c(=O)n2C)n1Cc1ccc(F)cc1
→ 92	-13
- CCOC(=O)c1cccc(NC(=O)CSc2nnc(C3CCCCC3)n2C)c1
→ 99	9
- CCOC(=O)c1cc(-c2ccc(I)cc2)nc2ccccc12
→ nt	2
- CCc1ccc(N2CC(C(=O)OCC(=O)NC3CCS(=O)(=O)C3)CC2=O)cc1 (stereo not drawn)
→ 95	-4
- CC(/C=C/c1ccccc1)=N\N=C1/NC(=O)CS1
→ nt	1
- CC(=O)Oc1ccc2nc(-c3ccc([N+](=O)[O-])c(C)c3)oc(=O)c2c1
→ nt	-8
- O=C1CSC2(N1)C1CC3CC(C1)CC2C3 (stereo not drawn)
→ nt	-3
- O=C1NC(=S)N/C1=C/c1ccc(O)c(Cl)c1
→ nt	1
- Cc1ccc(-c2ccc(=O)n(CCC(=O)NCCN3CCCCC3C)n2)cc1 (stereo not drawn)
→ 100	-7
- CCN(CC)S(=O)(=O)c1ccc(O)c(C(=O)OCC(=O)N(C)Cc2ccccc2)c1
→ 51	8
- COc1ccc(S(=O)(=O)N2CCCN(CC(=O)Nc3ccc4c(c3)OCO4)CC2)cc1
→ 109	-10
- NC1=C(c2ccc(F)cc2)C(=O)CS1
→ nt	-6
- CCN(C)c1ccc(C=C2C(=O)NC(=O)NC2=O)cc1
→ nt	-4
- CCOC(=O)/C=C/COc1ccc2oc(C)c(C(=O)OC)c2c1
→ nt	-11
- O=C(CCc1ccccc1)Nc1ccc(Oc2ccccc2)cc1
→ nt	-8
- CC(C)(C)n1ncc2c(=O)n(CC(=O)Nc3ccccc3)cnc21
→ 100	2
- COc1ccc(C)cc1S(=O)(=O)N(C)CC(=O)N1CCCCCC1
→ 69	11
- CC(C)CNS(=O)(=O)c1ccc(CCC(=O)Nc2ccc3c(c2)OCO3)cc1
→ 64	8
- Cc1ccc(Cn2ccc(NC(=O)c3cc(-c4ccc(Br)cc4)on3)n2)cc1
→ nt	8
- CN1CSC2=C(C#N)C(c3cccc(OCc4ccccc4)c3)CC(=O)N2C1 (stereo not drawn)
→ 102	8
- COc1ccc(C(=O)N(CN2CCCC2=O)c2ccc(C)cc2)cc1
→ 103	8
- CCCOc1ccc(/C(O)=C2/C(=O)C(=O)N(CCN(C)C)C2c2ccc(OC)c(OC)c2)cc1 (stereo not drawn)
→ 118	2
- O=C(Nc1ccc2[nH]c(=O)[nH]c2c1)c1cc(C(F)(F)F)cc(C(F)(F)F)c1
→ nt	-16
- CCN1CCN(CC(=O)Nc2cc(F)ccc2C)CC1
→ 102	4
- CCCCNC(=O)NS(=O)(=O)c1ccc(C(=O)OC(C)C)o1
→ 96	2
- O=C(Nc1ccccc1C(=O)Nc1ccccc1)c1ccc(F)cc1
→ nt	1
- N#Cc1cn(CC(=O)N2CCCC2)c2ccccc12
→ 61	11
- O=C(/C=C/N1CCCCC1)c1cccs1
→ nt	4
- CCCc1cc(=O)[nH]c(SCc2cc(C(=O)OC)c(C)o2)n1
→ 62	-4
- CCSC(SCC)[C@H](O)[C@@H](O)[C@H](O)[C@H](O)CO
→ 74	5
- COc1ccc(S(=O)(=O)N(C)c2c(C)n(C)n(-c3ccccc3)c2=O)cc1OC
→ 94	-5
- CCOc1ccc(-c2nnc(-c3cccnc3)o2)cc1OCC
→ 93	4
- COc1ccc(C(CNC(=O)c2cc(C)oc2C)N2CCOCC2)cc1 (stereo not drawn)
→ 113	7
- Cc1c(NC(=O)c2ccc(OCC(C)C)cc2)cccc1-c1nc2ncccc2o1
→ nt	6
- O=C(Nc1cccc(Cl)c1)Nc1nnc(-c2ccc(Cl)cc2Cl)s1
→ nt	-9
- CCCn1c2c(c(O)c(C(=O)Nc3ccc(OCC)cc3)c1=O)CCCC2
→ nt	8
- O=C(NC1CCCCCC1)c1c(O)c2ccccc2[nH]c1=O
→ 72	-1
- O=C1NCCCC2c3c(cc(Br)c(O)c3Br)OC12N1CCOCC1 (stereo not drawn)
→ 92	-4
- COc1ccc(C2CC(c3ccccc3)=NN2c2ccccc2OC)cc1 (stereo not drawn)
→ nt	5
- O=C1c2ccc(Br)cc2C(=O)N1c1cccc(C(F)(F)F)c1
→ 69	nt
- COc1ccc(C(=O)c2c(C)oc3ccc(O)c(CN4CCOCC4)c23)cc1
→ 86	-3
- Cc1ccc(C2CC(c3ccc(F)cc3)Nc3nc(N)nn32)cc1 (stereo not drawn)
→ 78	-7
- Cc1onc(-c2ccccc2)c1C(=O)Nc1ccc(-c2nnc3n2CCCCC3)cc1
→ 107	1
- CC(C)C(=O)Nc1c(C(=O)c2ccc(F)cc2)oc2ccccc12
→ 88	7
- CC(=O)Nc1cccc(NC(=O)CSc2nnc(Cc3cccn3C)n2-c2ccc(F)cc2)c1
→ 94	-9
- Cc1cc2nc3s/c(=C\c4cccc(Cl)c4Cl)c(=O)n3c2cc1C
→ nt	3
- O=C(Nc1ccc(F)c([N+](=O)[O-])c1)c1cccc(Cl)c1Cl
→ nt	-3
- COc1ccc(N(CC(=O)NCc2cccs2)S(=O)(=O)c2c(C)nn(C)c2C)cc1
→ 98	3
